Bioassay records: PubChem, several laboratories
CCHFV vOTU inh: CCHFV vOTU protease inhibitors, primary screen, biochemical, Pep-AMC substrate, fluorescence; actives 0.55% (n = 370,000); inhibition, % at 11.5 µM; Crimean-Congo hemorrhagic fever virus L polyprotein viral ovarian tumor (vOTU) protease …; also: 0% = vehicle wells with enzyme and 100% = no enzyme wells
GDH-TPI counter: GDH-TPI coupling enzyme inhibitors, primary screen, artefact control for M. tuberculosis FBA inhibitor project, biochemical, absorbance, full deck. GDH-TPI coupled enzyme counterscreen, NADH absorbance. inhibition, % at 4.8 µM. actives 1.2% (n = 360,000). AID 588335, 2011;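 also: 0% = DMSO wells and 100% = wells lacking the enzyme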
BoNT-F LC inh: BoNT/F light chain protease inhibitors, primary screen, biochemical, flow cytometry, MLPCN library; Botulinum neurotoxin type F light chain protease (Clostridium botulinum); AID 588497, 2011; inhibition, % at 10 µM; actives 0.22% (n = 360,000); Multiplex microsphere protease cleavage assay; in the data active = inhibition above about 35%, passing the limit was not always enough; inconclusive = no clear call, values can overlap the other calls; also: plate controls were buffer without enzyme for full effect and enzyme alone for no effect
FadD28 binding: inhibitors of FadD28 bisubstrate probe binding, primary screen, biochemical, fluorescence polarization, single point. Mycobacterium tuberculosis FadD28 fatty-acid-AMP ligase. inhibition, % at 12.5 µM. actives 0.22% (n = 360,000). AID 588549, 2011; in the data active = inhibition above about 8.5%, passing the limit was not always enough; inconclusive = no clear call, values can overlap the other calls
PrPC surface inh: inhibitors of human cell surface prion protein PrPC, primary screen, cell-based, TR-FRET. TR-FRET read-out. inhibition, % at 13.8 µM. actives 0.43% (n = 370,000). AID 720596, 2013; in the data active = inhibition above about 24%; also: 0% = median of the test wells and 100% = reference compound wells
BioA inh: M. tuberculosis BioA enzyme inhibitors, primary screen, biochemical, plate reader, single point, HTS. 7,8-diaminopelargonic acid synthase BioA (Mycobacterium tuberculosis). purified M. tuberculosis BioA enzyme. inhibition, % at 9.99 µM. actives 0.096% (n = 360,000). AID 602481, 2012; in the data active = inhibition above about 40%; inconclusive = no clear call, values can overlap the other calls
Mtb UGM inh: M. tuberculosis UGM enzyme inhibitors, primary screen, biochemical, fluorescence polarization, single point; UDP-galactopyranose mutase (Mycobacterium tuberculosis (strain ATCC 25618 / H37Rv)), …; purified UGM, fluorescence polarization probe displacement; inhibition, % at 10 µM; actives 0.06% (n = 320,000); in the data active = inhibition above about 10%, passing the limit was not always enough; inconclusive = no clear call, values can overlap the other calls
Target sequence (P9WIQ1 whole entry, looked up): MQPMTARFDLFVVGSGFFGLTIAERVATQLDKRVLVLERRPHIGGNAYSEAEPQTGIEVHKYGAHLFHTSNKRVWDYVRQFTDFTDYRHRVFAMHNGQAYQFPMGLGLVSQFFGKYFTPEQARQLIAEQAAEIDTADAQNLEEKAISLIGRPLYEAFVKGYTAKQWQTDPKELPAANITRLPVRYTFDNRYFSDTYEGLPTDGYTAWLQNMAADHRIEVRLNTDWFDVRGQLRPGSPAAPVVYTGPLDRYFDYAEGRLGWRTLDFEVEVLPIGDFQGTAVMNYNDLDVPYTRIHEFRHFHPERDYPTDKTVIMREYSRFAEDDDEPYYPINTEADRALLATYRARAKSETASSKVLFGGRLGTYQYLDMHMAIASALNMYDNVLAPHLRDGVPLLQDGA
FBA Mtb inh: Mtb FBA enzyme inhibitors, primary screen, biochemical, fluorescence, strain H37Rv; AID 588726, 2011; inhibition, % at 1 µM; actives 2.3% (n = 360,000); purified M. tuberculosis FBA, fluorescence read-out; in the data active = inhibition above about 27%;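 also: 0% = vehicle and 100% = reference inhibitor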
Target sequence (P9WQA3 whole entry, looked up): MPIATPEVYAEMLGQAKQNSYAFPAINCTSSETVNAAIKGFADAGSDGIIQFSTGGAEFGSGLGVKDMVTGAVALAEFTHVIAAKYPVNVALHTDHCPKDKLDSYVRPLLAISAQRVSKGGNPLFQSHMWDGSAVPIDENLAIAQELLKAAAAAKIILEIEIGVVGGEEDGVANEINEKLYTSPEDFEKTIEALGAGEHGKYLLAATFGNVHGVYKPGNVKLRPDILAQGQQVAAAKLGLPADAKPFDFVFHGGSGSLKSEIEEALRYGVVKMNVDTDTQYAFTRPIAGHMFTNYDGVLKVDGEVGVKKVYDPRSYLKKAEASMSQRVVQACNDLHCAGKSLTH
BoNT A protease: BoNT/A light chain protease inhibitors, primary screen, biochemical, flow cytometry, MLPCN library | Botulinum neurotoxin type A light chain protease (Clostridium botulinum A str. ATCC 3502) | multiplex microsphere protease substrate cleavage | inhibition, % at 10 µM | actives 0.17% (n = 360,000) | AID 588499, 2011; in the data active = inhibition above about 30%; inconclusive = no clear call, values can overlap the other calls; also: plate controls were buffer without enzyme for full effect and enzyme alone for no effect
* hit, by the source's call; u = inconclusive; x = not tested or not shown. Rule as the data show it, unless noted: active = inhibition above about 30%; inactive = the rest.

SMILES	CCHFV vOTU inh	GDH-TPI counter	BoNT-F LC inh	FadD28 binding	PrPC surface inh	BioA inh	Mtb UGM inh	FBA Mtb inh	BoNT A protease
COc1ccccc1CN1CCN(Cc2ccc(Cl)cc2)CC1	3.6	6.5	0.7	-0.2	2.6	x	0.7	-0.5	0.1
COc1ccc(CNC(=O)CC2(CC(=O)O)CCCCC2)cc1	-1.3	-1.4	3.4	-0.9	0.1	-7.2	-0.4	1.0	-2.7
CCCCCCCCCn1ccc(=N)cc1	-6.1	7.6	x	-2.0	24.6*	0.1	0.4	0.4	x
CCC(=O)Nc1cccc(C(=O)/C=C/c2cccs2)c1	5.0	16.2	0.9	-2.5	2.7	2.8	-2.9	1.1	0.7
Cc1ccc(CSc2nnc3nc(C)cc(C)n23)cc1	2.6	10.9	-5.9	-1.4	4.6	1.2	1.3	-0.6	0.1
Cc1ccccc1-n1nnnc1SCC(C)C	-11.6	5.7	4.3	0.0	-0.4	x	-2.9	4.7	0.2
N#Cc1c2n(c3c(=S)nc[nH]c13)CCCCC2	6.4	7.5	0.9	-4.0	11.5	x	0.6	-2.3	0.1
COC(=O)c1cn(C(=O)c2ccc(C)cc2)c2ccccc12	-0.8	-1.6	-4.4	-3.2	2.5	x	1.5	-5.6	-0.1
COc1ccc(CC(=O)OCC(=O)NC(=O)NC23CC4CC(CC(C4)C2)C3)cc1	4.2	-6.3	-1.0	u	-3.7	-0.2	-1.4	-3.3	-0.9
Cn1nccc1NS(=O)(=O)c1ccc(NC(=O)C(F)(F)F)cc1	-8.2	0.8	u	-2.6	-8.8	-0.7	1.5	0.0	2.4
COc1ccc(CNC(=O)CN(Cc2ccc(C)cc2)S(=O)(=O)c2ccc(Cl)cc2)cc1	-4.5	1.0	3.5	-3.3	-5.6	0.1	0.6	-2.3	-0.5
COc1ccc(OC)c(NC(=O)CCN2C(=O)c3ccccc3C2=O)c1	-12.0	-12.3	6.3	-3.2	2.2	-1.2	2.7	1.6	-1.3
Cc1ccccc1C(=O)N1CCC(C(=O)Nc2ccc(F)cc2)CC1	-17.9	11.2	14.8	-0.3	-1.6	14.2	-0.6	-6.3	0.2
CC(C)(C)C(=O)N1Cc2cnnn2-c2ccccc2C1C#N (configuration not stated)	-6.2	4.2	-3.8	-1.6	-1.7	7.3	x	-0.4	-0.8
CC(=O)C1C(c2cccc(F)c2)c2c(n[nH]c2C)CC1(C)O (configuration not stated)	-3.0	9.3	u	-5.2	-2.3	x	-4.7	2.3	u
CCn1cc(CNC(=O)c2ccc(Cl)c([N+](=O)[O-])c2)c(C)n1	0.1	-1.4	-5.1	-3.0	-32.5	x	-1.6	0.1	-0.1
CCOc1ccc2nc(SCC(=O)N(CC(C)C)c3c(N)n(Cc4ccccc4)c(=O)[nH]c3=O)[nH]c2c1	-1.7	-5.8	-2.9	-1.7	-1.5	-1.1	-5.3	-0.5	-1.0
CN(Cc1c(F)cccc1Cl)C(=O)c1ccc2ccccc2n1	-1.8	9.6	15.0	-0.4	-3.7	0.5	3.6	-2.3	-1.4
CN(C)CCNc1ncnc2c1sc1nc(-c3ccccc3)c3c(c12)CCCC3	-10.3	2.5	-3.2	-8.4	-19.9	8.6	0.1	5.8	0.3
CCCc1cc(=O)oc2c(C)c(OCC(=O)N3C[C@H]4C[C@@H](C3)c3cccc(=O)n3C4)ccc12	1.9	20.6	-1.3	0.6	1.0	0.1	-2.4	8.6	0.0
CC(=O)Nc1ccc(-c2cc3ccccc3o2)cc1	-0.2	13.1	x	-1.3	0.7	1.8	0.1	3.4	x
CC(=O)C1(O)CCC2C3CC(C)C4=CC(=O)CCC4(C)C3CCC21C (configuration not stated)	-1.6	-6.7	2.0	-2.2	1.6	2.2	x	0.4	-0.4
Cc1nc2ccc(NC(=O)N3CCOCC3)cc2nc1C	-75.4	8.9	-2.1	-2.4	1.3	-0.3	0.3	42.6*	-0.7
COc1cc(C2/C(=C(\O)c3ccc4c(c3)CC(C)O4)C(=O)C(=O)N2Cc2ccco2)ccc1O (configuration not stated)	10.7	14.1	26.5	-3.1	-3.8	-1.7	1.5	1.0	1.2
O=C1CC[C@@H](C(=O)O)N1	11.5	-9.2	-3.8	-0.8	-3.5	-2.2	3.2	1.8	-0.6

Three structures from above, arranged by length of the SMILES, ascending.
SMILES	CCHFV vOTU inh	GDH-TPI counter	BoNT-F LC inh	FadD28 binding	PrPC surface inh	BioA inh	Mtb UGM inh	FBA Mtb inh	BoNT A protease
Cc1ccccc1-n1nnnc1SCC(C)C	-11.6	5.7	4.3	0.0	-0.4	x	-2.9	4.7	0.2
COc1ccccc1CN1CCN(Cc2ccc(Cl)cc2)CC1	3.6	6.5	0.7	-0.2	2.6	x	0.7	-0.5	0.1
COc1ccc(CNC(=O)CN(Cc2ccc(C)cc2)S(=O)(=O)c2ccc(Cl)cc2)cc1	-4.5	1.0	3.5	-3.3	-5.6	0.1	0.6	-2.3	-0.5

Other results:
SMILES	CCHFV vOTU inh	GDH-TPI counter	BoNT-F LC inh	FadD28 binding	PrPC surface inh	BioA inh	Mtb UGM inh	FBA Mtb inh	BoNT A protease
O=C1c2cccc3cccc(c23)C(=O)N1c1ccccn1	-21.9	8.7	-3.2	-2.1	-50.1	-0.6	-1.8	51.5*	1.3
CCOC(=O)c1ccc(NC(=O)C2CC2)cc1	12.8	25.0	3.4	0.7	12.0	-2.1	4.2	5.0	-0.5
CC(CCc1ccccc1)NC(=O)C(C)OC(=O)c1ccco1 (configuration not stated)	-11.3	5.3	0.3	0.6	3.8	-1.0	-1.4	-0.6	3.3
O=c1c2ccccc2[nH]c(=S)n1Cc1cccs1	-9.2	6.2	1.8	-6.3	3.4	-0.8	-0.9	-2.2	-0.4
Cc1cc(C)c(C(N)=O)c(SCC(=O)c2cc(C)n(-c3cc(C)on3)c2C)n1	7.0	5.6	2.8	-1.3	2.9	x	4.1	0.3	-1.2
Cc1cc(C)c2c(CN3CCC(C)CC3)cc(=O)oc2c1C	-7.7	8.3	-4.3	x	-1.4	-0.3	-2.0	0.8	-2.2
COc1cc2c(cc1OC)C1CC(=O)C(CC(C)C)CN1CC2 (configuration not stated)	-4.9	3.0	0.8	-0.8	-0.8	3.3	-0.8	1.4	5.6
COc1ccc(C(CNC(=O)c2oc3c(Cl)cccc3c2C)N2CCCC2)cc1 (configuration not stated)	-0.2	-4.3	32.6	-1.6	6.7	-0.6	1.0	-2.9	-8.6
CNS(=O)(=O)c1ccc2ccccc2c1	15.4	5.2	-0.8	-3.4	2.6	x	-0.5	2.6	-0.4
O=C(NCC(=O)N1CCN(C(=O)c2ccco2)CC1)c1ccc(Br)cc1	-2.5	3.1	5.1	0.1	1.1	0.6	-1.2	0.4	2.6
CCN1CCN(c2ccc(S(=O)(=O)N3CCOCC3)cc2NC(=O)c2ccc(F)cc2Cl)CC1	10.0	5.2	9.9	0.1	-9.1	-0.2	0.9	1.9	u
CC1CCC(C(C)C)C(OC(=O)C[n+]2cccc(C(N)=O)c2)C1 (configuration not stated)	3.6	7.3	-1.1	1.5	-6.2	-0.9	0.5	2.4	-0.5
Cc1ccc(S(=O)(=O)N[C@@H](CC(C)C)C(=O)NCc2ccco2)cc1	-4.3	-0.5	-1.2	-2.7	-8.3	-0.5	-1.2	0.2	u
CC(N=Cc1cc([N+](=O)[O-])ccc1O)c1ccccc1 (configuration not stated)	26.3	13.8	1.2	-4.4	-5.5	0.3	-4.9	-5.7	-0.2
CCN(C(=O)Cn1c([N+](=O)[O-])cnc1C)c1ccccc1	11.7	15.7	0.3	-1.4	5.5	2.6	-0.7	-0.7	0.7
CN(C)c1ccc(N2C(=NC(=O)CC3CCCCC3)SC3CS(=O)(=O)CC32)cc1 (configuration not stated)	7.8	7.6	-5.6	-0.9	-8.5	-3.7	-2.0	1.8	-1.3
O=C(c1cc2ccccc2o1)N1CCN(Cc2nc3ccccc3s2)CC1	2.8	-1.8	-4.9	0.6	-1.5	9.5	x	5.1	0.1
CCc1nnc(NC(=O)CSc2ccc(-c3ccc(-n4cccn4)cc3)nn2)s1	0.6	5.3	u	-1.9	-5.3	x	-0.9	6.2	0.9
CC(C)(Oc1ccc(Cl)cc1)C(=O)Nc1ccc2oc(=O)ccc2c1	-9.6	5.6	10.9	-1.0	-0.3	23.3	0.1	5.9	2.5
O=C(NCCCN1CCOCC1)c1ccc([N+](=O)[O-])cc1[N+](=O)[O-]	-7.0	2.2	-3.9	-2.4	-55.3	x	-0.7	3.0	-1.4
COCCN(C(=O)COC(=O)C1CCC(C(C)(C)C)CC1)c1c(N)n(Cc2ccccc2)c(=O)[nH]c1=O (configuration not stated)	9.3	1.4	5.8	-1.2	16.6	-0.1	-1.3	3.0	-0.5
CN(C)c1ccc(CNC(=O)C2CCN(S(=O)(=O)c3ccc4c(c3)CCCC(=O)N4)CC2)cc1	5.4	3.4	0.4	-2.8	0.6	-1.2	0.1	-0.2	0.8
CCCCC1(CC(=O)OCC)C(=O)N(c2ccccc2)N(c2ccccc2)C1=O	-12.1	6.1	-7.6	1.6	1.9	x	2.8	-0.9	-0.3
O=C(CN1C(=O)C2CC=CCC2C1=O)NC1=NCCS1 (configuration not stated)	3.0	-2.7	-16.1	1.0	-0.9	-0.4	1.1	-0.4	-0.5
O=C(CSc1ccc2nnc(CCNC(=O)c3ccccc3)n2n1)NCCc1ccccc1	-2.5	-7.7	-9.4	-6.2	0.9	0.0	0.5	-0.8	-1.7

Single records, as listed above:
CNS(=O)(=O)c1ccc2ccccc2c1 in the list: CCHFV vOTU inh: 15.4; GDH-TPI counter: 5.2; BoNT-F LC inh: -0.8; FadD28 binding: -3.4; PrPC surface inh: 2.6; BioA inh: x; Mtb UGM inh: -0.5; FBA Mtb inh: 2.6; BoNT A protease: -0.4
COCCN(C(=O)COC(=O)C1CCC(C(C)(C)C)CC1)c1c(N)n(Cc2ccccc2)c(=O)[nH]c1=O (configuration not stated) in the list: CCHFV vOTU inh: 9.3; GDH-TPI counter: 1.4; BoNT-F LC inh: 5.8; FadD28 binding: -1.2; PrPC surface inh: 16.6; BioA inh: -0.1; Mtb UGM inh: -1.3; FBA Mtb inh: 3.0; BoNT A protease: -0.5
CC1CCC(C(C)C)C(OC(=O)C[n+]2cccc(C(N)=O)c2)C1 (configuration not stated) in the list: CCHFV vOTU inh: 3.6; GDH-TPI counter: 7.3; BoNT-F LC inh: -1.1; FadD28 binding: 1.5; PrPC surface inh: -6.2; BioA inh: -0.9; Mtb UGM inh: 0.5; FBA Mtb inh: 2.4; BoNT A protease: -0.5

Continued.
SMILES	CCHFV vOTU inh	GDH-TPI counter	BoNT-F LC inh	FadD28 binding	PrPC surface inh	BioA inh	Mtb UGM inh	FBA Mtb inh	BoNT A protease
CC(=O)Nc1cc(C(F)(F)F)ccc1OCCOc1ccccc1	-1.0	23.1	1.5	-1.1	6.1	-0.4	1.1	3.5	u
COc1cccc(-c2ccc3c(c2)N(Cc2ccc(F)cc2)C(=O)C(C)S3)c1 (configuration not stated)	1.0	4.4	-8.6	-3.7	6.3	-0.3	x	1.8	0.1
O=C(O)c1ccc(Nc2nc(-c3ccccc3)c3ccccc3n2)cc1	7.5	-12.3	3.9	-5.7	-11.2	x	-0.6	2.5	-0.1
O=C(O)CCC(=O)OCCc1cc2ccccc2c(=O)o1	1.5	13.4	5.6	-2.0	-1.3	-0.5	1.5	3.7	0.3
NS(=O)(=O)c1ccc(N/N=C/C=C/c2ccccc2[N+](=O)[O-])cc1	20.8	29.4	-5.2	4.8	-21.3	1.3	1.3	-6.4	-1.9
O=C(O)c1c2c(nc3ccc(S(=O)(=O)N4CCC(C(=O)NC5CCCC5)CC4)cc13)CCCCC2	4.0	-9.1	0.6	-1.0	-4.8	2.4	0.3	2.0	-1.5
COc1ccccc1OC(C)C(=O)O (configuration not stated)	-12.2	-2.8	0.9	-2.8	-0.2	x	-1.4	-1.9	0.9
